NadD block: inhibitors of S. aureus NadD, primary screen, biochemical, colorimetric, uHTS. 360,000 tested, 0.78% active. AID 602399, 2012. Nicotinate-nucleotide adenylyltransferase NadD (Staphylococcus aureus N315). inhibition, % at 20 µM. purified NadD enzyme, colorimetric absorbance read-out; in the data active = inhibition above about 26%; note: some compounds past the cut are filed as inactive
DNMT1 block: human DNMT1 methyltransferase inhibitors, primary screen, biochemical, molecular beacon, fluorescence, HinP1I cleavage, uHTS | 360,000 tested, 0.83% active | inhibition (reported as % activation of signal), % at 10 µM | DNA (cytosine-5)-methyltransferase 1 (Homo sapiens), P26358; in the data active = inhibition above about 50%
SUMO1 PPI mod: modulators of SUMO1 protein-protein interactions, primary screen, biochemical, uHTS. Small ubiquitin-related modifier 1 (Homo sapiens), P63165. SUMO1 binding to a labelled peptide, TR-FRET, 1 h. inhibition, % at 20 µM. 360,000 tested, 0.33% active. AID 602429, 2012; in the data active = inhibition above about 37%
STEP block: STEP phosphatase inhibitors, primary screen, biochemical, fluorescence intensity, uHTS; Tyrosine-protein phosphatase non-receptor type 5 (Homo sapiens), P54829; recombinant STEP, OMFP fluorogenic substrate; inhibition, % at 20 µM; 360,000 tested, 0.25% active; AID 588621, 2011;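 active = inhibition at 20 µM, scaled per plate between control wells, above about 37%, limit read from the data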;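 note: 0% = DMSO with enzyme and substrate and 100% = substrate only without enzyme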
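Assay system: isolated STEP enzyme. Buffer or medium: pH 6.0 Bis-Tris with DTT and Tween 20. Also added: fluorogenic phosphatase substrate OMFP at 25 µM final. Dosing: 20 µM, 1% DMSO. Timing: 20 min reaction, room temperature, in the dark. Measured by: fluorescence intensity, excitation 480 nm, emission 540 nm. Evaluation: normalized % inhibition.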
LMPTP block: LMPTP phosphatase inhibitors, primary screen, biochemical, fluorescence intensity, uHTS; Low molecular weight phosphotyrosine protein phosphatase (Homo sapiens), P24666; recombinant LMPTP-A, OMFP fluorogenic substrate; inhibition, % at 20 µM; 360,000 tested, 0.22% active; AID 651560, 2012;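 active = compounds that cut the enzyme signal by at least half of the control window in the single-dose screen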;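 note: plate controls were DMSO wells with enzyme plus substrate for no effect and substrate without enzyme for full effect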
Target sequence (P24666 whole entry, looked up): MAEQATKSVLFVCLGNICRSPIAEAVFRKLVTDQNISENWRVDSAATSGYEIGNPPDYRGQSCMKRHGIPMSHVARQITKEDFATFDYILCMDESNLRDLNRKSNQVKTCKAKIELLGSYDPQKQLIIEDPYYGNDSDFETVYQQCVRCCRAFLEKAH
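material = LMPTP-A | quantity = 0.625 nM enzyme | reagent = OMFP substrate, 400 µM final | buffer or medium = Bis-Tris pH 6.0, DTT, detergent | detection = endpoint fluorescence intensity from OMFP dephosphorylation | dosing = single 20 µM dose | read-out basis = % inhibition relative to no-enzyme and uninhibited control wells | control set = no-enzyme and uninhibited controls | timing = 50 min at room temperature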
Rpn11 inh: Rpn11 (PSMD14) deubiquitinase inhibitors, primary screen, biochemical, fluorescence polarization, uHTS. human 26S proteasome, Ub4-pepOG fluorescence polarization; 20S core pre-blocked with epoxomicin. calls only at 20 µM. 360,000 tested, 0.59% active;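 active = inhibition at 20 µM, scaled to each plate's controls, above about 33%, limit read from the data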
Scp-1 inhibitor: Scp-1 phosphatase inhibitors, primary screen, biochemical, colorimetric, uHTS; Carboxy-terminal domain RNA polymerase II polypeptide A small phosphatase 1 (Homo …; Recombinant Scp1, phosphopeptide, malachite green phosphate absorbance; inhibition, % at 20 µM; 340,000 tested, 0.88% active;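 active = inhibition above about 50% at 20 µM, limit read from the data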;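 note: plate controls were DMSO wells with enzyme for no effect and wells lacking enzyme for full effect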
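Test system: SCP-1 phosphatase catalytic domain, residues 76-261 | Compound dosing: One concentration, 20 µM, with 1.0% DMSO | Schedule: 45 min room-temperature reaction, 5 min colour, 30 min stabiliser | Detection: Absorbance at 630 nm | Read-out basis: % inhibition of SCP-1 phosphate liberation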
NRP1-CendR mod: modulators of CendR peptide binding to NRP-1, primary screen, biochemical, fluorescence polarization, uHTS | inhibition, % at 25 µM | FAM-RPARPAR peptide binding to NRP-1 | AID 602438, 2012 | 360,000 tested, 0.85% active;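 active = inhibition or corrected inhibition above about 18%, plus a signal ratio from 0.5 to 1.5, limit read from the data, passing the limit was not always enough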; note: strong numbers were not always called active
Target sequence (O14786 whole entry, looked up): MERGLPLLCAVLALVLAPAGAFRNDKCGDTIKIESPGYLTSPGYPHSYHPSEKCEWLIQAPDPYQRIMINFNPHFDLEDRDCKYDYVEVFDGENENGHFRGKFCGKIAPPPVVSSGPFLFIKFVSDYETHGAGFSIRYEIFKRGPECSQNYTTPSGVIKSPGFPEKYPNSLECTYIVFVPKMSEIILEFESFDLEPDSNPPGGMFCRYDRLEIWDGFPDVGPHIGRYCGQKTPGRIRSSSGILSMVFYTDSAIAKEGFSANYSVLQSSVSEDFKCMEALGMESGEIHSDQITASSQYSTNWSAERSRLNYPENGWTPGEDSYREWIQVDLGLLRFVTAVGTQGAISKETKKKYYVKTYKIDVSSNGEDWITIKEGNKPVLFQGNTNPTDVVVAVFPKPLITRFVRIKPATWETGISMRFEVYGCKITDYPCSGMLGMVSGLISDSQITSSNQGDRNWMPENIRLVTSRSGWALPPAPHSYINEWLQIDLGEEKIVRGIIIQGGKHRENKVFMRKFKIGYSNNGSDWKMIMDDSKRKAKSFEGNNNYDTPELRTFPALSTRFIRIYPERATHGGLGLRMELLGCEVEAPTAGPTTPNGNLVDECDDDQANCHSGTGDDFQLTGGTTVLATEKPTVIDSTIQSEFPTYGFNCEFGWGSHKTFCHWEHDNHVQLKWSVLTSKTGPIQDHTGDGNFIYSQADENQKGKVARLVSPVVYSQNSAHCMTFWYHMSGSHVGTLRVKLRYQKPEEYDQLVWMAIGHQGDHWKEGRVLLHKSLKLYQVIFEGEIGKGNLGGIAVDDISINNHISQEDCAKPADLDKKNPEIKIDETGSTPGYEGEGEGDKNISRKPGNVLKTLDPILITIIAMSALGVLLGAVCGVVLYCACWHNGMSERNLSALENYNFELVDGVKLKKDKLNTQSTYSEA
SKN-1 inh: suppressors of acrylamide-induced Pgst-4::GFP reporter in worms, primary screen, SKN-1 inhibitor project, whole organism, uHTS, GFP/RFP fluorescence ratio, strain VP596; C. elegans VP596 Pgst-4::GFP/RFP ratio, 24 h; inhibition, % at 21.8 µM; 360,000 tested, 0.49% active; AID 624304, 2012;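 active = interference check ratio from 0.5 to 1.5 plus GFP to RFP signal ratio inhibition reaching or exceeding a fixed threshold, cut at about 30% in these data, passing the limit was not always enough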; note: some compounds called inactive have numbers as strong as hits
MT1-MMP act inh: blockers of MT1-MMP proenzyme processing, primary screen, HT1080 RFP-PRO-GFP cells, GFP/RFP fluorescence; Matrix metalloproteinase-14 (Homo sapiens), P50281; GFP/RFP ratio fluorescence, overnight; percent of plate control window, DMSO zero; 360,000 tested, 0.061% active; GFP/RFP ratio change, % at 20 µM;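 active = GFP/RFP ratio change of at least 30% with cell ATP level not reduced by more than half and red fluorescence within 50% of control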; note: strong numbers were not always called active
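Assay system: HT1080 RFP-PRO-GFP cells | Dosing: 20 µM single dose, 1% DMSO | Incubation: Cells overnight before dosing, compound overnight, 37 °C, 5% CO2 | Evaluation: GFP/RFP fluorescence ratio | Control set: DMSO-only wells and HT1080 RFP-L50D-GFP cell wells as references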
Active calls of the source: *; i = inactive; . = not tested or not shown. Outcome played no part in choosing rows; 3.9% or so of the library scored in one or more.

SMILES	NadD block	DNMT1 block	SUMO1 PPI mod	STEP block	LMPTP block	Rpn11 inh	Scp-1 inhibitor	NRP1-CendR mod	SKN-1 inh	MT1-MMP act inh
COc1ccc(C2C(C(=O)c3ccco3)=C(O)C(=O)N2Cc2cccnc2)cc1OC (configuration not stated)	6	-1	-13	3	-1.1	i	0	-5	9	1
COc1cc(C(=O)OCC(=O)Nc2ccccc2C(=O)NC2CC2)c([N+](=O)[O-])cc1OC	-2	0	-27	-2	2.9	i	-5	2	-7	6
COc1ccccc1NC(=O)CN(C)S(=O)(=O)c1cc(C)ccc1OC	-7	13	5	2	1.0	i	-8	0	-19	9
COc1ccccc1-c1nnc(SC(C)C(=O)O)n1-c1ccccc1 (configuration not stated)	2	5	3	2	-0.2	i	-3	9	-7	-2
CCC(C)Sc1nc(C)nc2c1c(=O)n(C)c(=O)n2C (configuration not stated)	1	4	7	0	-0.6	i	-5	-6	-7	-1
COc1cc(OC)cc(C(=O)Nc2cccc3ccccc23)c1	-9	-2	-4	4	-1.1	i	-7	2	8	-1
Cc1cc(C)c2c(=O)[nH]c(SCC(=O)c3ccc(F)c(C)c3)nc2n1	0	20	5	3	1.3	.	0	-4	1	0
O=C(Nc1ccc(S(=O)(=O)N2CCOCC2)cc1)c1ccc2ncsc2c1	-6	-4	0	-1	-0.1	i	-13	-32	7	3
Cc1ccc(N(C)S(=O)(=O)c2cccc(C(=O)N3CCN(Cc4ccccc4)CC3)c2)cc1	0	0	3	-1	1.3	i	3	3	0	10
Cc1ccc(C(=O)CSc2nnc(-c3ccco3)n2Cc2ccccc2)cc1	8	-5	4	6	2.1	i	5	9	-5	6
Cc1cc(=O)oc2cc(OCC(=O)Nc3ccccc3C(N)=O)c(Cl)cc12	1	3	62*	0	-0.8	i	4	-3	-3	1
C[C@@H](C(=O)Nc1nccs1)N1C(=O)C2CC=CCC2C1=O (some centres not stated)	1	60*	3	-3	3.3	i	-1	-1	6	-1
CN(CCO)C(=O)C(c1ccccc1)c1ccccc1	-3	0	4	-2	-23	i	-7	5	-9	2
CC1(C)CC(=O)C2=C(C1)N1CCCCC1CC2=O (configuration not stated)	4	-1	1	-3	-1.8	i	-4	0	-9	-2
COC(=O)c1nnn(CC(=O)Nc2ccc(C)c(F)c2)c1C(=O)OC	-4	1	4	-2	-0.2	i	-8	1	4	-1
Cc1ccc(OCC(=O)NNC(=S)NCc2ccccc2)cc1	-2	-5	0	0	-1.2	i	-5	19	0	-4
Cc1ccc(C)c(N(CC(=O)Nc2ccccc2C(=O)NCc2ccco2)S(=O)(=O)c2ccccc2)c1	-7	-6	-5	1	1.3	i	-10	1	-4	-3
O=C(O)C1CCCCN1S(=O)(=O)c1ccc(Cl)s1 (configuration not stated)	-2	4	3	0	-1.4	i	-6	-12	-7	0
Clc1cccc(-c2ccc(CNCc3ccccn3)o2)c1	6	0	-7	1	-0.9	i	-4	0	10	1
COc1cccc(NC(=O)c2cc3c(=O)n4ccccc4nc3n(CC(C)C)c2=N)c1	4	11	-20	0	3.7	i	3	7	-10	-6
CCN(CC(=O)NCc1ccc(Cl)cc1)C(=O)CCC(=O)c1ccc(F)cc1	-3	1	3	-2	-0.8	i	-9	-1	-11	-1
COc1ccc(NS(=O)(=O)c2ccc3c(c2)N(C(C)=O)CC(C)S3)c(OC)c1 (configuration not stated)	-9	-1	2	1	-1.7	i	3	14	-2	6
COc1ccc(CCN2C(=O)CC(N3CCC(C(N)=O)CC3)C2=O)cc1OC (configuration not stated)	8	0	-1	2	-2.2	i	-14	5	-4	0
CCOC(=O)C1(Cc2ccccc2)CCCN(CCCn2cccn2)C1 (configuration not stated)	2	-2	-3	0	0.7	i	-9	1	5	-2
CC(C)C(NS(=O)(=O)c1ccc2c(c1)C(C)(C)C(=O)N2C)C(=O)NCc1ccccc1Cl (configuration not stated)	-6	5	6	-2	-0.9	i	-10	-20	2	-2
Cc1sc2ncnc(N3CCN(c4ncccn4)CC3)c2c1C	-5	-4	3	-3	-2.1	i	3	-1	8	-6
Cc1cc(C)nc(CCNC(=O)CC2C(=O)NCCN2Cc2ccc(F)cc2Cl)n1 (configuration not stated)	4	-2	1	0	-0.5	i	-10	10	14	-6
CS(=O)(=O)N(CC(=O)Nc1ccc2c(c1)OCO2)c1ccc(Cl)cc1	-3	-3	-2	1	-0.9	i	-2	-8	-5	4
O=C(Nc1ccc2c(c1)OCCO2)c1cnc2n(c1=O)CCS2	3	1	-3	1	1.6	i	-10	10	12	-3
Cc1ccccc1CN(C)C(=O)[C@H](Cc1ccccc1)NC(=O)c1ccco1	2	-2	2	-2	2.0	i	-14	5	-4	-7
Cc1c(CC(=O)NCC(=O)NCC(=O)O)c(=O)oc2cc3oc4c(c3cc12)CCCC4	-3	-2	10	3	-1.4	i	-6	-1	-8	5
CC1=NCCN1S(=O)(=O)c1cccc([N+](=O)[O-])c1	0	-1	-15	-4	-0.5	i	-3	15	2	-4
Nc1ncnc2c1ncn2[C@@H]1O[C@H](C(=O)N[C@H]2c3ccccc3C[C@H]2O)[C@@H](O)[C@H]1O	1	5	1	2	-0.6	i	.	-8	7	1
CCCOc1ccc(C(O)CCNC(CC(=O)O)c2ccccc2)cc1 (configuration not stated)	2	4	-4	2	0.3	i	4	1	-2	4
C/C(=N\NC(=O)c1c(Cl)c(C)nn1C)c1cccc(NC(=O)COc2ccccc2)c1	-4	13	-3	-1	-0.3	i	3	0	-10	4
CC(=O)Nc1ccc(N2CCN(C(=O)c3cccs3)CC2)cc1	0	-2	-1	-1	-0.7	i	-9	-7	-14	-1
CN(CC(=O)Nc1ccc2c(c1)OCO2)S(=O)(=O)c1ccc(F)cc1	-2	2	3	1	-0.8	i	-3	0	4	2
COC(=O)Cn1c(=NC(=O)C2COc3ccccc3O2)sc2cc(S(N)(=O)=O)ccc21 (configuration not stated)	5	4	2	-2	-0.3	i	-11	10	3	-3
COc1ccccc1NS(=O)(=O)c1ccc2oc(N)nc2c1	-2	1	5	-1	-1.6	i	-7	0	21	-4
O=C(O)c1ccc(NC(=O)c2ccc3c(c2)C(=O)N(CC2CCCO2)C3=O)cc1 (configuration not stated)	-3	-1	-26	1	-1.2	i	-8	6	12	-1
CCOC(=O)c1ccc(NC(=O)C(=O)NCC2(c3ccc(OC)cc3)CCOCC2)cc1	-11	1	5	-1	0.2	i	-11	1	25	3
Cc1[nH]n(-c2ccccc2)c(=O)c1C=NCc1ccncc1	-5	-6	-5	-1	-1.6	i	-12	-1	4	1
CCOC(=O)c1nc(Nc2ccccc2)c2ccccc2n1	-3	1	-9	-2	-0.5	i	-2	-12	-5	7
CCN(CC(=O)Nc1ccc2c(c1)OCCO2)Cc1cc(=O)oc2c(C)c(C)ccc12	4	0	-8	0	0.2	i	-4	-4	9	-1
COC(=O)c1cccc(NC(=O)CCc2cc(OC)c(OC)c(OC)c2)c1	-6	2	-2	1	-0.4	i	1	-10	7	3
CC(C)C[C@H](NC(=O)c1nc[nH]c1C(=O)N(C)Cc1ccccc1)C(=O)OCc1ccccc1	-4	7	-3	-2	1.6	i	0	-8	-1	5
O=C(CN(Cc1ccccc1)C(=O)CCl)c1cccc(Br)c1	-3	21	4	3	0.0	i	-8	-10	5	-15
CN(C)c1ccc(NC(=O)CCCc2ccccc2)cc1	9	-20	-4	-1	1.5	i	5	-2	22	-10
CC(C)c1ccccc1NC(=O)Cn1c(-c2ccccc2Cl)nc2ccccc21	5	4	-6	-1	-1.7	i	-2	2	12	0
O=C(c1ncn(Cc2ccccc2)c1C(=O)N1CCN(c2ccccc2)CC1)N1CCN(c2ccccc2)CC1	3	-1	0	-1	1.0	i	-8	7	-8	0

Reprinted at random: 5 records from the list, in no set order.
SMILES	NadD block	DNMT1 block	SUMO1 PPI mod	STEP block	LMPTP block	Rpn11 inh	Scp-1 inhibitor	NRP1-CendR mod	SKN-1 inh	MT1-MMP act inh
CC(C)c1ccccc1NC(=O)Cn1c(-c2ccccc2Cl)nc2ccccc21	5	4	-6	-1	-1.7	i	-2	2	12	0
CCN(CC(=O)Nc1ccc2c(c1)OCCO2)Cc1cc(=O)oc2c(C)c(C)ccc12	4	0	-8	0	0.2	i	-4	-4	9	-1
CC(C)C[C@H](NC(=O)c1nc[nH]c1C(=O)N(C)Cc1ccccc1)C(=O)OCc1ccccc1	-4	7	-3	-2	1.6	i	0	-8	-1	5
CCOC(=O)c1ccc(NC(=O)C(=O)NCC2(c3ccc(OC)cc3)CCOCC2)cc1	-11	1	5	-1	0.2	i	-11	1	25	3
Cc1[nH]n(-c2ccccc2)c(=O)c1C=NCc1ccncc1	-5	-6	-5	-1	-1.6	i	-12	-1	4	1

Next section.
SMILES	NadD block	DNMT1 block	SUMO1 PPI mod	STEP block	LMPTP block	Rpn11 inh	Scp-1 inhibitor	NRP1-CendR mod	SKN-1 inh	MT1-MMP act inh
COC(=O)Nc1ccc(S(=O)(=O)N2CCCC(C(=O)NCC3CCCO3)C2)cc1 (configuration not stated)	-11	0	22	-3	-1.6	i	-4	-40	-3	-1
CN(CC(=O)O/N=C(\N)c1ccccn1)S(=O)(=O)c1ccc(Br)cc1	-2	0	0	-2	-0.8	i	-8	16	6	7
N#CCC(=O)Nc1ccc(C(=O)OC(C(=O)Nc2ccc([N+](=O)[O-])cc2Br)c2ccccc2)cc1 (configuration not stated)	46*	-18	-10	1	3.0	i	-2	-13	-4	4
Cc1ccc2nsnc2c1S(=O)(=O)N(Cc1ccco1)Cc1cc2cccc(C)c2[nH]c1=O	11	-1	-5	-2	0.9	i	-16	14	14	-7
CN(C)Cc1csc(NC(=O)Nc2ccccc2-c2ccccc2)n1	0	0	-4	1	0.4	i	.	-13	6	-5
